EBNA-1 inh = EBNA-1 DNA-binding inhibitors, primary screen, biochemical, fluorescence polarization. 300,000 tested, 0.34% active. inhibition, % at 14.8 µM; in the data active = inhibition above about 28%
procasp3 activ = activators of human procaspase-3 D3A mutant, primary screen, biochemical, absorbance, PC-3 D3A mutant, single concentration | recombinant procaspase-3 D3A, Ac-DEVD-pNA absorbance 405 nm | activation, % at 8.5 µM | Caspase-3 (Homo sapiens), P42574 | 330,000 tested, 0.11% active;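 active = activation above the mean of all tested compounds plus 3 SD, cut at about 21% in these data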;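 also: 0% = DMSO alone and 100% = DMSO wells spiked with extra 5 µM PC-3 D3A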
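Assay system: Autoprocessing-dead procaspase-3 D3A mutant enzyme; also added: Ac-DEVD-pNA; doses: one concentration, 8.5 µM nominal, 0.8% DMSO; times: 1 h compound preincubation, 2 h substrate hydrolysis at 25 °C; technique: 405 nm absorbance of p-nitroaniline, reads at 0 and 120 min; measure: % activation between DMSO and enzyme-spiked controls; repeats: single replicate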
RPL19A TOR yeast = RPL19A-GFP expression modulators in yeast, primary screen, cell-based, S. cerevisiae, multiplex flow cytometry, MLPCN. S. cerevisiae RPL19A-GFP strain, 3 h; hits give low values. percent response vs DMSO, % at 10 µM. 330,000 tested, 0.3% active;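 active = percent response vs DMSO below 50%; inconclusive = fewer than 70 events counted for the yeast strain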;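 also: median channel GFP fluorescence of the barcoded RPL19A-GFP strain; ratio of sample median GFP to plate DMSO average so 100% = DMSO; lower means less RPL19A-GFP as with rapamycin TOR inhibition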
proCasp7 act = procaspase-7 activators, primary screen, counter-screen for procaspase-3 activator project, biochemical, absorbance, HTS, human; 330,000 tested, 0.093% active; activation, % at 8.5 µM; Caspase-7 (Homo sapiens), P55210; recombinant procaspase-7, Ac-DEVD-pNA absorbance 405 nm; D23A/D198A/D206A triple mutant, cannot self-cleave; scale: DMSO 0, 5 µM enzyme 100;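 active = percent activation above the screen-wide mean plus 3 SD, cut at about 25% in these data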
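buffer or medium = Zinc-free HEPES/NaCl buffer, pH 7.4 | material = Procaspase-7 triple mutant (PC-7 D3A) | input = 2 µM procaspase-7 mutant as dispensed | signal = Epi-absorbance of released pNA at 405 nm, two timepoints | timing = 1 h preincubation, 2 h reaction | replicates = singlicate compound testing | evaluation = % activation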
AHR activator = AHR activators, primary screen, cell-based, luminescence, luciferase reporter, human; AHR-responsive luciferase reporter cells; activation, % at 5 µM; 320,000 tested, 2.5% active; AID 2796, 2010; in the data active = activation above about 47%;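 also: 0% = vehicle wells and 100% = reference agonist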
ZTA counter = ZTA (EBV) inhibition in EBNA-1 counter-screen; P03206; ZTA-DNA binding, fluorescence polarization; inhibition, % at 11 µM; 320,000 tested, 0.15% active; in the data active = inhibition above about 33%
LAP4-GFP MLPCN = modulators of LAP4-GFP expression in yeast, primary screen, S. cerevisiae, multiplex flow cytometry, MLPCN library. 320,000 tested, 0.34% active. 3 h; median GFP as percent of DMSO wells. GFP response vs DMSO, % at 10 µM;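 active = GFP response vs DMSO above a set limit, about the screen mean plus 3 SD, cut at about 150% in these data; inconclusive = under 70 cell events counted for the yeast strain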
MEP2 TOR yeast = modulators of MEP2-GFP levels in yeast, primary screen, S. cerevisiae, multiplex flow cytometry, MLPCN library; 330,000 tested, 0.51% active; S. cerevisiae MEP2-GFP strain, 3 h; 100% = DMSO control level; AID 2016, 2009; GFP response vs DMSO, % at 10 µM;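 active = GFP response versus DMSO above a set limit, roughly screen mean plus 3 SD, cut at about 180% in these data; inconclusive = fewer than 70 cells counted for a yeast strain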;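 also: median GFP fluorescence of the barcode-gated MEP2-GFP cells per well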
Numbers without * were called inactive; ? = inconclusive; . = no result given. Rows are unselected. Share with any hit: about 3.8%.

molecule,EBNA-1 inh,procasp3 activ,RPL19A TOR yeast,proCasp7 act,AHR activator,ZTA counter,LAP4-GFP MLPCN,MEP2 TOR yeast
CCC(C)NC(=O)C1CCCN(C(=O)Nc2ccc(F)cc2)C1 (stereo not given),1,8,110,-15,3,-3,103,102
Cc1cc(CN(C)Cc2ccc(OCC(O)CN(C)Cc3ccccc3)cc2)on1 (stereo not given),-10,-1,99,6,8,9,94,104
Cc1ccccc1N1CCN(Cc2nc(Cc3ccccc3)no2)CC1,0,4,103,0,-1,12,98,102
CCOc1ccc(Nc2nc(N3CCOCC3)nc(N3CCOCC3)n2)cc1,0,13,107,9,0,-2,87,100
NC(=O)CSc1nnc(-c2ccc(S(=O)(=O)N3CCOCC3)cc2)n1Cc1ccccc1,12,-2,99,0,-1,-10,103,104
C/C(=N/NS(=O)(=O)c1ccc(C)cc1)[C@H]1C[C@@H]1c1ccccc1,3,2,96,2,-3,-10,92,97
CC(C)(SC(=S)N1CCCCCC1)C(=O)O,-5,-7,96,-14,2,-26,100,99
CC1(c2ccccc2)NC(=O)N(CC(=O)Nc2cccc(C#N)c2)C1=O (stereo not given),3,-4,97,9,2,5,100,103
Cc1ccc(S(=O)(=O)N2CCC(C(=O)OCC(=O)N(CC(C)C)C3CCS(=O)(=O)C3)CC2)cc1C (stereo not given),7,5,98,-5,2,4,88,93
O=c1[nH]c2ccc(S(=O)(=O)Nc3ccccc3O)cc2[nH]1,-9,3,101,6,5,1,90,99
COc1ccc(Cl)cc1NC(=O)Nc1cc(C)on1,-4,-3,101,3,55*,9,104,97
CCC(C)C(=O)N1CCc2cc(-c3csc(N)n3)ccc21 (stereo not given),4,4,97,4,-15,-14,91,96
Cc1oc(-c2ccc(Cl)cc2)nc1CSCC(=O)NC1CCN(Cc2ccccc2)CC1,-15,-2,99,2,-1,0,95,101
CCc1cccc(C)c1NC(=S)NCC(c1cccnc1)N(C)C (stereo not given),10,-4,105,4,3,-14,95,105
CC(C)N(C1=N/C(=C\c2ccco2)C(=O)N1c1ccccc1)C(C)C,2,-5,108,-1,3,-14,92,96
C=CCOc1c(Br)cc(/C=C2/C(=O)ON=C2C)cc1OC,-1,1,100,-5,3,4,104,101
O=[N+]([O-])c1cc(/C=N/Nc2nc(N3CCOCC3)nc(N3CCOCC3)n2)ccc1Cl,-4,16,98,-8,-3,-13,83,89
Cc1ccc(NC(=O)CCNS(=O)(=O)c2ccc3[nH]c(=O)oc3c2)c(Cl)c1,9,-1,96,6,0,13,90,95
O=C(CCNC(=O)c1ccc(Cl)cc1)Nc1ccc(Cl)cc1F,-4,6,101,1,21,4,98,99
O=C(CSc1nc(O)cc(=O)n1-c1ccccc1)Nc1ccccn1,-7,-4,94,0,2,2,94,92
CCOC(=O)c1cc(Br)c(=O)n2ccccc12,9,3,95,-5,-2,-7,98,95
O=S(=O)(c1ccc(Br)s1)N1CCN(Cc2ccc3c(c2)OCO3)CC1,-13,-7,94,1,13,-3,106,?
O=S(=O)(NCCc1ccccc1)c1cccs1,-4,-3,103,-4,-2,-1,97,102
CC(NC(=O)COC(=O)/C=C/c1cccc(F)c1)c1ccccc1 (stereo not given),.,9,97,15,1,.,95,99

Whole records, quoted from the list. Screens in order: EBNA-1 inh	procasp3 activ	RPL19A TOR yeast	proCasp7 act	AHR activator	ZTA counter	LAP4-GFP MLPCN	MEP2 TOR yeast
CC(C)N(C1=N/C(=C\c2ccco2)C(=O)N1c1ccccc1)C(C)C is entered as 2	-5	108	-1	3	-14	92	96
CCc1cccc(C)c1NC(=S)NCC(c1cccnc1)N(C)C (stereo not given) is entered as 10	-4	105	4	3	-14	95	105
O=[N+]([O-])c1cc(/C=N/Nc2nc(N3CCOCC3)nc(N3CCOCC3)n2)ccc1Cl is entered as -4	16	98	-8	-3	-13	83	89

Other records:
molecule,EBNA-1 inh,procasp3 activ,RPL19A TOR yeast,proCasp7 act,AHR activator,ZTA counter,LAP4-GFP MLPCN,MEP2 TOR yeast
Cc1ccsc1CNn1cnnc1SCc1ccccc1F,-3,1,96,5,-1,2,101,108
COc1nc(-c2ccccc2)c2cc(C)ccc2n1,-1,4,100,2,6,2,101,109
O=C(Nc1ccc(NC(=O)c2ccco2)nc1)c1cccc(F)c1,7,6,108,-4,-3,0,106,106
Cc1nn(C(C)(C)C)c(C)c1/C=N/OC(=O)Nc1ccc(Cl)c(Cl)c1,0,-8,94,13,-4,5,115,96
Cc1ccc(NS(=O)(=O)c2ccc(C(=O)N3CCCCCCC3)cc2)cc1,0,-3,103,-1,-4,10,102,100
COc1ccc(CCNc2c3ccccc3nc3ccccc23)cc1OC,2,-5,94,1,35,-6,106,103
CC(=O)c1ccc(OCC(C)C)c(CN2CCCCC2)c1,-2,8,95,13,1,-10,91,96
Cc1noc(C)c1S(=O)(=O)N1CCC(C(=O)N2CCC(C)CC2)CC1,11,3,92,3,3,-3,89,92
CCN(CC(=O)NCc1cccs1)C(=O)/C=C/c1cccc(OC)c1OC,7,-6,90,3,5,-7,94,93
NS(=O)(=O)c1ccc(CNC(=O)CCC2CCCCC2)cc1,-7,-10,107,-5,1,-3,102,110
COc1ccc(S(=O)(=O)N2CC3C4C=CC(C4)C3C2)cc1 (stereo not given),-3,2,95,6,8,-16,97,95
CCOc1ccc2c(C)c(C)c(=O)oc2c1OCC,5,1,100,7,-5,-10,115,109
CCN(CC)C(=O)CSc1ncnc2sccc12,-4,-5,103,-3,6,14,99,110
N#Cc1cccnc1N1CCN(C(=O)COCC(=O)O)CC1,-3,-2,102,5,0,-3,107,98
CC(=O)Nc1ccc(S(=O)(=O)NCC2CCC(C(=O)N3CCCCCC3)CC2)cc1 (stereo not given),2,-6,97,3,-3,6,105,96
O=C(Nc1ccccc1Br)C1CCCN1S(=O)(=O)c1cccc2nsnc12 (stereo not given),7,-2,106,2,5,5,97,109
CCC(c1nc2ccccc2c(=O)n1CCN1CCOCC1)N1C(=O)c2ccccc2C1=O (stereo not given),7,3,.,-11,2,1,102,100
Cc1ccccc1CN1CCC(Oc2ccc(C(=O)NCc3ccccn3)cc2)CC1,1,2,95,3,-1,-6,97,98
O=C(N/N=C/c1cc([N+](=O)[O-])ccc1O)Nc1ccccc1,-4,-5,96,-12,44,2,106,98
O=C(C(=O)N1CCN(Cc2ccccc2)CC1)c1c[nH]c2ccccc12,13,-1,101,6,-2,18,98,105
Nc1c(N(CCC2=CCCCC2)C(=O)CCCOc2ccccc2)c(=O)[nH]c(=O)n1Cc1ccccc1,2,8,104,11,-2,4,99,103
CN(C)c1ccc(-n2cccc2/C=C2/SC(=Nc3ccc(F)cc3)NC2=O)cc1,-6,5,96,8,2,-23,99,104
Cc1cc(C)c(S(=O)(=O)N2CCC(C(=O)NCc3ccncc3)CC2)c(C)c1,1,0,102,10,-3,1,85,96
COc1ccc(-n2c(O)c(C=Nc3ccccc3)c3ccccc3c2=O)cc1,3,-7,86,1,-2,-6,100,98
CC(Nc1n[nH]c(=O)[nH]c1=O)C(=O)N/N=C/c1cccs1 (stereo not given),0,-1,100,-5,0,-11,98,102
CCOC(=O)c1csc(NC(=O)c2cc(=O)c3ccccc3o2)n1,0,1,99,-4,6,9,86,103
O=C(CCCc1ccccc1)Nc1ccc2c(c1)OCCO2,-3,3,101,7,2,3,108,99
Nc1ccc(S(=O)(=O)c2ccc(Cl)cc2)cc1,-2,8,100,0,0,20,102,103
CCc1cccc(NC2c3ccccc3C(=O)N2c2cccnc2)c1 (stereo not given),-2,4,101,3,4,-12,100,104
Cc1ccc(S(=O)(=O)NC(C(=O)Oc2ccc3c(C)c(Cl)c(=O)oc3c2)c2ccccc2)cc1 (stereo not given),-7,13,104,16,-3,-11,89,100
CCO[C@@H]1OC(C(=O)N2CCN(Cc3ccccc3)CC2)=C[C@H](C2CC2)[C@H]1CCCO,1,3,102,6,-4,0,128,98
CCNc1nc(OC)nc(SCC(=O)Nc2ccccc2)n1,4,6,94,5,2,1,103,103
COC(=O)c1ccc2c(=O)[nH]c(COC(=O)c3cccc(S(=O)(=O)N4CCOCC4)c3)nc2c1,-1,0,102,10,1,5,111,104
O=C(NNC1CC(=O)N(c2ccc(Cl)cc2)C1=O)c1ccccc1Cl (stereo not given),4,-1,98,6,4,-5,103,96
COc1ccc(NC(=O)C(c2ccc(OC)cc2)N(Cc2ccco2)C(=O)CC2NC(=O)NC2=O)cc1 (stereo not given),3,5,102,5,3,2,110,105
O=C(NC(=S)N1CCN(c2nc(-c3ccccc3)cs2)CC1)c1cccnc1,-5,-14,99,-5,4,0,109,94
COCCn1c(SCC(=O)NCc2ccc(OC)c(OC)c2)nc2ccccc21,-13,-3,107,-7,7,-13,103,102
CC(C)OCCCn1c(SC(C)C(=O)NCC2CCCO2)nc2cc(Cl)ccc2c1=O (stereo not given),-8,6,101,4,4,-12,113,98
O=c1n(S(=O)(=O)c2cccc3cccnc23)c2ccccc2n1S(=O)(=O)c1cccc2cccnc12,-6,3,102,10,7,-2,107,99
COc1ccc(C(=O)Nc2cc(C(F)(F)F)ccc2-n2cnc3ccccc32)cc1,-3,1,103,-1,6,-15,96,96

Assay outcomes (PubChem)
